mIAP block: blocks mouse intestinal alkaline phosphatase | purified mouse IAP, CDP-Star luminescence, 30 min | inhibition, % at 10 µM | actives 0.2% (n = 330,000);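 active means inhibition of at least 40% at 10 µM in the primary screen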;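 further: plate controls were DMSO with enzyme for no effect and no enzyme wells for full effect; values of inactives mirror those of a sister screen read the other way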
hIAP block: human IAP inhibition. purified IAP, CDP-Star luminescence, 30 min. inhibition, % at 10 µM. actives 0.12% (n = 330,000). AID 2544;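 active means inhibition reaching a set limit with compound at 10 µM in the primary screen, cut at about 35% in these data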;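 further: plate controls were DMSO wells with enzyme for no effect and no-enzyme buffer wells for full effect; values of inactives mirror those of a sister screen read the other way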
Target sequence (P09923 whole entry, looked up): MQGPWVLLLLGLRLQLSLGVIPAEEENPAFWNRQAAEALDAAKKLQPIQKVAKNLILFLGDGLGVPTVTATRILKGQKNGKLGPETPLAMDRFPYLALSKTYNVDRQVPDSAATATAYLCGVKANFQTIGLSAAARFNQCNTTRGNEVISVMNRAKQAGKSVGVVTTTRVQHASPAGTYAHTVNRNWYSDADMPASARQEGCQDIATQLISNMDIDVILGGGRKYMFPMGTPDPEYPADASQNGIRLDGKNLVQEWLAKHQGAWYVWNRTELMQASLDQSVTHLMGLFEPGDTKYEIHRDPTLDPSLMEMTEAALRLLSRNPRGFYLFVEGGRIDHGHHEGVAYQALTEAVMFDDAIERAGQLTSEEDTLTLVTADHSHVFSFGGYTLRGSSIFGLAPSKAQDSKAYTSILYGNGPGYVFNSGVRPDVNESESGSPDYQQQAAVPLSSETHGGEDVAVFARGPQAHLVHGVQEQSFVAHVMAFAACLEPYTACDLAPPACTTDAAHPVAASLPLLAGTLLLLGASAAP
MPTP inh: permeability transition pore inhibition; AID 602449; isolated mouse mitochondria, Ca2+ swelling absorbance, 30 min; actives 1.4% (n = 360,000); inhibition, % at 10 µM;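 active means inhibition of 50% or more, scaled per plate between neutral and stimulator controls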;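 further: 0% = DMSO wells given calcium and 100% = 1 mM EGTA wells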
hIAP act: increases human intestinal alkaline phosphatase activity. P09923. purified human IAP, CDP-Star luminescence, 30 min; stronger effect = higher value; 1 = vehicle-only enzyme, 0 = enzyme-free background. activation factor at 10 µM. actives 0.16% (n = 330,000). AID 2524;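 active means activation factor of the enzyme at least 2-fold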; further: the source names both 10 and 20 µM as test concentration; values of inactives mirror those of a sister screen read the other way
ATG4B inh: blocks human ATG4B protease cleavage of LC3 substrate. Q9Y4P1. ATG4B cleavage of LC3-PLA2, NBD-HPC fluorescence, 1 h. inhibition, % at 8.33 µM. actives 0.51% (n = 340,000). AID 504462; in the data active means inhibition above about 40%
Target sequence (Q9Y4P1 whole entry, looked up): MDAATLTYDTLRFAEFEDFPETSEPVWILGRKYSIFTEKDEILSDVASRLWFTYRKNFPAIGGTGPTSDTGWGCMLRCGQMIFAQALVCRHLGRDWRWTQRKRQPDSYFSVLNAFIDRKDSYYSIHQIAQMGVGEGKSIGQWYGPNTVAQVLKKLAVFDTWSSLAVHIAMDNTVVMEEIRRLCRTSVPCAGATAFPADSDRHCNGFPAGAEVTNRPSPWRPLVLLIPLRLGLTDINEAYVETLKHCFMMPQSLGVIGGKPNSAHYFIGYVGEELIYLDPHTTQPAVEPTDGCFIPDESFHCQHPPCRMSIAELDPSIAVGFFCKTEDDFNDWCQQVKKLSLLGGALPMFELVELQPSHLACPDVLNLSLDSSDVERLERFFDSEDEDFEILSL
beta cell repl: induces beta-cell replication in MIN6 cells; MIN6 cells proliferation, ATPlite luminescence, 48 h; cells starved in 0.2% serum; 100% = growth in 10% serum; proliferation, % at 10 µM; actives 0.29% (n = 330,000);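 active means compounds whose signal lies at least 3.5 SD above the mean of all wells on their plate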;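 further: 0% = DMSO-treated cells in low-serum medium and 100% = 10% serum control; some compounds called inactive have numbers as strong as hits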
APOBEC3A inh: human APOBEC3A DNA deaminase inhibition; P31941; recombinant A3A, FAM/TAMRA ssDNA deamination fluorescence; inhibition, % at 20 µM; actives 0.41% (n = 330,000);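 active means at least 40% inhibition at 20 µM here, with at most 30% in a related deaminase screen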;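 further: plate controls were A3A with DMSO for no effect and wells lacking A3A enzyme for full effect; some results filed as inactive read as strong as hits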
mIAP activ: increases mouse intestinal alkaline phosphatase activity; muIAP, CDP-Star luminescence, 30 min; stronger effect = higher value; 1 = vehicle-only enzyme signal, 0 = enzyme-free wells; activation factor at 10 µM; actives 0.24% (n = 330,000);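 active means activation factor of at least 2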; further: the source names both 10 and 20 µM as test concentration; values of inactives mirror those of a sister screen read the other way
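also added = chemiluminescent substrate CDP-Star | test system = mouse IAP enzyme | signal = chemiluminescence readout | compound = DMSO-dissolved test compounds | incubation = 30 min at room temperature | benchmarks = DMSO wells, no-enzyme wells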
A3G deaminase: APOBEC3G (human) deaminase inhibition | Q9HC16 | recombinant A3G, ssDNA deamination FAM/TAMRA fluorescence | inhibition, % at 20 µM | actives 0.28% (n = 330,000);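 active means inhibition of at least 40% at 20 µM, with no more than 30% in the related APOBEC3A deaminase screen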;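 further: plate controls were DMSO wells with A3G for no effect and wells lacking A3G enzyme for full effect; some compounds called inactive have numbers as strong as hits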
Numbers without * were called inactive; . = not tested or not shown.

Sample of the layout, 7 compounds:
SMILES | mIAP block | hIAP block | MPTP inh | hIAP act | ATG4B inh | beta cell repl | APOBEC3A inh | mIAP activ | A3G deaminase
O=C(COc1ccccc1)N[C@@H]1c2ccccc2CC[C@H]1OCc1ccccc1 | -28.7 | . | 0.9 | . | 12.7 | . | 2.7 | 1.46 | 1.2
O=C1CCCc2c1cc(C(=O)Nc1ccc(Br)cn1)c(=O)n2-c1ccccc1 | 0.0 | 3.8 | -1.0 | 0.962 | -13.9 | 0.4 | -24.2 | 1 | -38.0
CCc1ccc2oc(C(=O)N3CCN(c4ccc(OC)cc4)CC3)cc(=O)c2c1 | 4.1 | 3.8 | -0.6 | 0.962 | -4.0 | -1.0 | -1.7 | 0.959 | -6.6
CC1(C)CC(=O)c2cn3ncnc3nc2C1 | 3.9 | 8.7 | -0.2 | 0.913 | 2.1 | 1.8 | -0.8 | 0.961 | -6.0
COc1ccc(C)cc1NC(=O)C(OC(=O)CNC(=O)c1ccc(Br)cc1)c1ccccc1 (stereo not given) | 0.4 | 4.6 | 4.1 | 0.954 | -2.8 | 0.4 | -1.8 | 0.996 | -2.4
COc1ccc(-c2nnc(NC(=O)CS(=O)(=O)c3ccc(F)cc3)o2)cc1 | 6.4 | -5.3 | -2.6 | 1.05 | -2.9 | -0.5 | -1.7 | 0.936 | -10.2
CC1CN(C(=O)CCC(=O)NCCc2ccccc2)c2ccccc2O1 (stereo not given) | -1.8 | -2.3 | -1.8 | 1.02 | -7.9 | 1.1 | 1.2 | 1.02 | 1.3

The list itself, from the start:
SMILES | mIAP block | hIAP block | MPTP inh | hIAP act | ATG4B inh | beta cell repl | APOBEC3A inh | mIAP activ | A3G deaminase
O=C(COc1ccccc1)N[C@@H]1c2ccccc2CC[C@H]1OCc1ccccc1 | -28.7 | . | 0.9 | . | 12.7 | . | 2.7 | 1.46 | 1.2
O=C1CCCc2c1cc(C(=O)Nc1ccc(Br)cn1)c(=O)n2-c1ccccc1 | 0.0 | 3.8 | -1.0 | 0.962 | -13.9 | 0.4 | -24.2 | 1 | -38.0
CCc1ccc2oc(C(=O)N3CCN(c4ccc(OC)cc4)CC3)cc(=O)c2c1 | 4.1 | 3.8 | -0.6 | 0.962 | -4.0 | -1.0 | -1.7 | 0.959 | -6.6
CC1(C)CC(=O)c2cn3ncnc3nc2C1 | 3.9 | 8.7 | -0.2 | 0.913 | 2.1 | 1.8 | -0.8 | 0.961 | -6.0
COc1ccc(C)cc1NC(=O)C(OC(=O)CNC(=O)c1ccc(Br)cc1)c1ccccc1 (stereo not given) | 0.4 | 4.6 | 4.1 | 0.954 | -2.8 | 0.4 | -1.8 | 0.996 | -2.4
COc1ccc(-c2nnc(NC(=O)CS(=O)(=O)c3ccc(F)cc3)o2)cc1 | 6.4 | -5.3 | -2.6 | 1.05 | -2.9 | -0.5 | -1.7 | 0.936 | -10.2
CC1CN(C(=O)CCC(=O)NCCc2ccccc2)c2ccccc2O1 (stereo not given) | -1.8 | -2.3 | -1.8 | 1.02 | -7.9 | 1.1 | 1.2 | 1.02 | 1.3
C/C(=N/N1CCN(Cc2ccccc2)CC1)c1ccc(Br)cc1 | -2.1 | 23.5 | -0.2 | 0.765 | 8.1 | -1.2 | -7.7 | 1.02 | -8.8
CCCCOC(=O)Nc1ccccc1C(=O)N1CCCC1 | -3.4 | -16.2 | 1.2 | 1.16 | 6.1 | -0.1 | 0.5 | 1.03 | -1.0
O=[N+]([O-])c1ccc(Cl)c(NC2=NCCCCC2)c1 | 1.9 | 4.6 | -0.1 | 0.954 | -3.8 | -2.1 | 1.2 | 0.981 | -4.2
COc1cc2c(cc1NC(=O)c1cc(-c3ccncc3)nc3ccc(C)cc13)oc1ccccc12 | 19.2 | 19.5 | 0.9 | 0.805 | 8.4 | -5.4 | 1.8 | 0.808 | -4.6
COC(=O)C1C(=O)c2c([nH]c(C(=O)OC3CCCCC3)c2C)CC1C (stereo not given) | 1.3 | 4.0 | -1.1 | 0.96 | -3.8 | 2.1 | 1.6 | 0.987 | -0.2
CCC(=O)c1ccc(OCC(=O)N2CCN(S(=O)(=O)c3ccc(Cl)s3)CC2)cc1 | -5.1 | 7.5 | -1.4 | 0.925 | -12.7 | -2.3 | 1.5 | 1.05 | -0.2
O=C(Nc1ccn(Cc2c(F)c(F)c(F)c(F)c2F)n1)c1cccc(Cn2cc([N+](=O)[O-])cn2)c1 | 6.2 | -2.5 | -0.4 | 1.02 | -8.4 | -4.9 | 5.1 | 0.938 | 0.6
CCN1CCN(c2sc(S(C)(=O)=O)nc2S(=O)(=O)c2ccc(Cl)cc2)CC1 | -1.8 | -0.3 | -2.0 | 1 | 0.0 | 0.4 | 1.6 | 1.02 | -0.5
CCOc1ccc(C2NC(=O)C(C#N)=C(S)N2c2ccc(OC)cc2)cc1OC (stereo not given) | 9.8 | 8.2 | 2.3 | 0.918 | -7.2 | 0.1 | -5.6 | 0.902 | -8.4
COc1ccc(F)cc1C(=O)C1CCCN(C(=O)c2ocnc2C)C1 (stereo not given) | -7.5 | 11.1 | 1.5 | 0.889 | -3.9 | -4.2 | -6.8 | 1.07 | -5.7
COc1cc(CNc2ncc(-c3ccc(Br)cc3)n2C)cc(OC)c1O | -12.9 | -20.3 | -0.3 | 1.2 | -6.1 | -3.0 | -11.1 | 1.13 | -8.5
COc1cc(-c2n[nH]c(=O)o2)cc(OC)c1OC | -3.3 | 6.8 | -1.7 | 0.932 | 5.6 | 0.6 | -2.4 | 1.03 | -6.3
CCOC(=O)C1(Cc2ccccc2C)CCCN(C(=O)c2sccc2C)C1 (stereo not given) | -1.2 | -5.3 | 1.5 | 1.05 | 0.1 | -2.9 | -2.7 | 1.01 | -8.8
O=C(OCC(=O)N(CCc1ccccc1)Cc1ccccc1)c1ccccc1[N+](=O)[O-] | 12.9 | -17.3 | -0.3 | 1.17 | 8.4 | -5.4 | -2.1 | 0.871 | -5.6
O=C(C1CCN(C2CCN(Cc3cccc4c3OCO4)CC2)CC1)N1CCOCC1 | 10.3 | -2.1 | -0.1 | 1.02 | -0.5 | 1.3 | -0.1 | 0.897 | -4.2
CC(=O)COc1ccc2c3c(c(=O)oc2c1C)CCCCC3 | 4.4 | 8.6 | -0.7 | 0.914 | -1.0 | -2.1 | 1.6 | 0.956 | -5.3
CS(=O)(=O)N1CCN(c2ccc([N+](=O)[O-])c3cccnc23)CC1 | 8.8 | 8.4 | 0.7 | 0.916 | -10.9 | 3.4 | 2.6 | 0.912 | -2.0
CCCCC(NC(C)=O)c1nc2ccccc2n1CCCC (stereo not given) | -4.7 | 2.3 | 0.3 | 0.977 | 3.9 | -0.2 | -1.0 | 1.05 | -1.7

(further entries)
SMILES | mIAP block | hIAP block | MPTP inh | hIAP act | ATG4B inh | beta cell repl | APOBEC3A inh | mIAP activ | A3G deaminase
COC(=O)C(CO)NC(=O)C1CCCN1C(=O)CNC(=O)OCc1ccccc1 (stereo not given) | -9.6 | 8.3 | -0.3 | 0.917 | -4.8 | -1.5 | 0.1 | 1.1 | 2.4
Cc1ccc(CNS(=O)(=O)c2ccc3c(c2)CCN3C(=O)C2CCC2)cc1 | -4.2 | -7.3 | 2.2 | 1.07 | 1.5 | -1.9 | 2.6 | 1.04 | -0.4
CCc1ccc(NC(=S)NC2CC3CCCC(C2)N3Cc2ccccc2)cc1 (stereo not given) | -396.5 | -44.9 | 0.0 | 1.45 | -0.2 | -6.7 | -2.7 | 4.96* | -7.0
CCCOc1ccc(C(=O)O/N=C(\CC)c2ccc(C)cc2)cc1 | 9.8 | 2.4 | 0.0 | 0.976 | 8.6 | -6.1 | -2.1 | 0.902 | -5.2
Cc1noc(C)c1COc1ccc(C(=O)Nc2ccccn2)cc1 | 1.1 | -5.7 | 0.1 | 1.06 | -7.8 | 2.9 | 0.4 | 0.989 | -5.6
CC(=O)NNC(=O)c1[nH]c2ccc(Br)cc2c1-c1ccccc1 | 15.1 | -28.6 | 0.8 | 1.29 | -5.6 | -3.4 | -1.6 | 0.849 | -4.7
O=C(Nn1cnnc1)c1cc(Br)ccc1Cl | 1.6 | -5.6 | 0.7 | 1.06 | 0.5 | -3.2 | -3.8 | 0.984 | 16.1
CCOC(=O)c1oc2cc(O)ccc2c(=O)c1-c1ccccc1OC | -2.0 | 18.2 | -1.6 | 0.818 | -5.0 | -0.7 | -3.1 | 1.02 | -6.9
COc1ccc(C(=O)C2CCCN(Cc3ccc(NC(C)=O)cc3)C2)cc1OC (stereo not given) | 1.7 | 3.8 | 0.3 | 0.962 | 5.2 | -1.9 | -2.2 | 0.983 | -4.3
C=CCc1cccc(/C=N/n2cnnc2)c1O | -0.1 | 9.9 | -2.2 | 0.901 | -11.5 | -2.0 | 0.2 | 1 | -3.7
O=C(Nc1ccc(Cl)cc1F)c1cccc2ccccc12 | 15.0 | -12.6 | 1.0 | 1.13 | -7.0 | -3.0 | 0.5 | 0.85 | -1.8
CCOc1ccc(S(=O)(=O)/N=C(/Nc2ccc(OC)cc2)c2ccccc2)cc1 | -2.8 | -3.5 | -0.5 | 1.03 | -4.2 | 3.4 | -1.0 | 1.03 | -5.8
O=C1Oc2ccccc2C(=O)/C1=C\N1CCN(c2ccccc2)CC1 | -11.1 | -8.8 | 3.1 | 1.09 | 3.2 | -0.8 | -1.6 | 1.11 | -1.0
CC1CCN(Cc2nnnn2CCCC(=O)NCC(C)(C)N2CCOCC2)CC1 | 7.0 | 8.0 | -1.7 | 0.92 | 1.8 | 1.7 | -3.3 | 0.93 | -6.8
CCN1CCCC1CNC(=O)CSc1cc(=O)n(CC)c2ccccc12 (stereo not given) | 7.8 | 21.5 | -0.2 | 0.785 | -0.5 | 3.1 | 2.8 | 0.922 | 0.5
CC1CCN(C(NC(=O)c2ccco2)C(=O)c2ccccc2)CC1 (stereo not given) | -1.2 | 2.4 | 0.0 | 0.976 | -7.1 | -0.2 | -5.5 | 1.01 | -5.7
O=C(NC(=S)Nc1ccc(C(F)(F)F)cc1)c1csnn1 | 0.7 | 7.1 | 0.5 | 0.929 | -4.6 | -2.9 | -2.2 | 0.993 | -1.3
Cn1nc(-c2ccc(Cl)cc2)c2cc(C(=O)N3CCN(c4ccccn4)CC3)sc21 | 9.8 | -1.4 | 9.9 | 1.01 | -9.0 | -7.9 | 1.9 | 0.902 | -3.8
COC(=O)/C=C/c1ccccc1S(=O)(=O)N(Cc1ccccc1)Cc1ccco1 | -2.1 | 8.5 | -2.2 | 0.915 | 0.5 | -7.5 | 0.0 | 1.02 | -9.5
CCN(CC)CCN(CC(=O)N(C1CCCCC1)C1CCCCC1)C(=O)c1ccco1 | 10.5 | -29.3 | 2.3 | 1.29 | -4.5 | -0.8 | -6.3 | 0.895 | -8.7
N#Cc1ccccc1OCC(=O)N(C1CCCCC1)C1CCS(=O)(=O)C1 (stereo not given) | 1.0 | -20.6 | 0.8 | 1.21 | 2.8 | -0.4 | 2.1 | 0.99 | -2.7
CC(Sc1nc2c([nH]c3ccccc32)c(=O)n1C)c1ccccc1 (stereo not given) | -6.2 | -8.4 | 1.0 | 1.08 | 2.1 | 0.3 | 0.5 | 1.06 | -6.6
CCCSc1nnc2c(n1)OC(c1cccn1C)N(C(C)=O)c1ccccc1-2 (stereo not given) | 8.1 | 12.8 | 0.8 | 0.872 | -7.7 | 0.0 | -0.6 | 0.919 | 1.0

An unsorted share of the library (roughly 3.3% active in at least one column).
